# SKN-1 block: blocks SKN-1 activity in C. elegans | AID 624304 | inhibition, % at 21.8 µM | actives 0.49% (n = 360,000) | C. elegans VP596 Pgst-4::GFP/RFP ratio, acrylamide-induced, 24 h;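 active means interference check ratio from 0.5 to 1.5 plus GFP to RFP signal ratio inhibition reaching or exceeding a fixed threshold, cut at about 30% in these data, passing the limit was not always enough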; further: some compounds called inactive have numbers as strong as hits
# CendR NRP1 mod: alters CendR peptide binding to human NRP-1 | FAM-RPARPAR peptide binding to NRP-1, fluorescence polarization | actives 0.85% (n = 360,000) | inhibition, % at 25 µM;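 active means inhibition or corrected inhibition above about 18%, plus a signal ratio from 0.5 to 1.5, limit read from the data, passing the limit was not always enough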; further: strong numbers were not always called active
# FAS-TE inh: inhibitors of human fatty acid synthase thioesterase domain. actives 0.67% (n = 360,000). AID 602261. P49327. recombinant FAS-TE, OMFH fluorogenic substrate, fluorescence endpoint. inhibition, % at 15 µM;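 active means compounds whose normalised, plate-corrected inhibition of enzyme fluorescence in the single-dose primary screen is 50% or more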;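 further: 0% = DMSO with enzyme and 100% = substrate without enzyme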
# MT1-MMP act inh: blocks activation of human MT1-MMP. HT1080 RFP-PRO-GFP cells, GFP/RFP ratio fluorescence, overnight; percent of plate control window, DMSO zero. actives 0.061% (n = 360,000). GFP/RFP ratio change, % at 20 µM. P50281;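 active means GFP/RFP ratio change of at least 30% with cell ATP level not reduced by more than half and red fluorescence within 50% of control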; further: strong numbers were not always called active
#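 Assay system: HT1080 cells carrying an RFP-PRO-GFP reporter | Dosing: Single dose of 20 µM compound, 1% DMSO final | Incubation: Cells overnight before dosing, compound overnight, 37 °C, 5% CO2 | Evaluation: GFP/RFP fluorescence ratio | Control set: DMSO and RFP-L50D-GFP cell wells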
# MsrA inh: bovine MsrA inhibition; actives 0.75% (n = 360,000); purified bovine MsrA, absorbance read-out; AID 651718; inhibition, % at 15.5 µM; in the data active means inhibition above about 4.5%;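 further: 0% = vehicle wells with enzyme and 100% = reference inhibitor wells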
# Rin1-Abl PPI inh: human Rin1-Abl interaction inhibition; actives 0.4% (n = 360,000); inhibition, % at 7.35 µM; TR-FRET Rin1/Abl binding, biochemical; P00519+Q13671; in the data active means inhibition above about 5%, passing the limit was not always enough
# Neddyl block: blocks human cullin neddylation | TR-FRET cullin neddylation, biochemical | calls only at 25 µM | actives 0.58% (n = 360,000); in the data active means inhibition above about 36%
# E coli Lon inh: inhibits E. coli Lon protease. P0A9M0. purified E. coli Lon protease, fluorescence polarization. inhibition, % at 7.94 µM. actives 0.42% (n = 360,000); in the data active means inhibition above about 13%, passing the limit was not always enough;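 further: 0% = enzyme with probe and DMSO and 100% = no enzyme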
# Target sequence (P0A9M0 whole entry, looked up): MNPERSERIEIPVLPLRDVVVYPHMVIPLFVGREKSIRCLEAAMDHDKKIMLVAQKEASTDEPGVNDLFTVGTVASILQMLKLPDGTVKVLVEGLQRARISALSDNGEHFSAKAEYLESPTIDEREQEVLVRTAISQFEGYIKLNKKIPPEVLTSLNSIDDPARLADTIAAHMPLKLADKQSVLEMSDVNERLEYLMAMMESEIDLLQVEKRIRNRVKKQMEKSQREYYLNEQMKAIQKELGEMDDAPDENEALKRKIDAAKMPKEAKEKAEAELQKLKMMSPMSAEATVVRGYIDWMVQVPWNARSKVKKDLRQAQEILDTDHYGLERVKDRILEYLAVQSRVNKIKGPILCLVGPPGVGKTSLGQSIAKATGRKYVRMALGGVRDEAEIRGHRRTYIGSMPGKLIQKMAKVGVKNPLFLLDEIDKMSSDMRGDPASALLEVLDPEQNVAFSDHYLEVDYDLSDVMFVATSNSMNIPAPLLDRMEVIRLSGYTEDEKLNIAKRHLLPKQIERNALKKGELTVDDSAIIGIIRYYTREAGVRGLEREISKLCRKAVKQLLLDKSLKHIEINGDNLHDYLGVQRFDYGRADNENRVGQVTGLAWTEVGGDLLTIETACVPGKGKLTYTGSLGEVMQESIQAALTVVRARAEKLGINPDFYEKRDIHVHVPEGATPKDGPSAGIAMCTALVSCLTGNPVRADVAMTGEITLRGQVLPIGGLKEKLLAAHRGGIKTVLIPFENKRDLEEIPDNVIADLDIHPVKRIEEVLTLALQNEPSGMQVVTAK
# MsrA act: activates bovine MsrA enzyme; purified bovine MsrA, absorbance read-out; activation, % at 10.6 µM; AID 602163; actives 0.3% (n = 360,000); in the data active means activation above about 7.5%;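 further: 0% = vehicle and 100% = reference activator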
# An asterisk follows results filed as active; i = inactive; . = not tested or not shown.
SMILES,SKN-1 block,CendR NRP1 mod,FAS-TE inh,MT1-MMP act inh,MsrA inh,Rin1-Abl PPI inh,Neddyl block,E coli Lon inh,MsrA act
Cc1ccc(S(=O)(=O)N2CCCCC2)cc1NC(=O)CCOc1ccccc1,-5,-5,7,9,-0.6,-3,i,10,-5
Cc1cc(C)nc(SCC(=O)NC2=NN=C(c3ccc(Br)cc3)CS2)n1,2,-8,-163,-39,-0.6,-2,i,6,-2
CCSc1nnc(NC(=O)C(NC(=O)c2ccc(Cl)cc2)C(C)C)s1 (centres undefined),0,10,2,1,0.5,0,i,12,-3
O=C(NCC1CCCO1)c1cccc(S(=O)(=O)N2CCCCC2)c1 (centres undefined),5,2,-5,4,-1.1,0,i,9,-7
COc1ccc(CCNC(=O)C(=O)NCC2OCCN2S(=O)(=O)c2ccc(C)cc2)cc1OC (centres undefined),0,4,-6,0,-0.4,2,i,3,1
CCN(CC1COc2ccccc2O1)C(=O)c1ccc(Cl)c(S(=O)(=O)N2CC(C)OC(C)C2)c1 (centres undefined),6,0,10,-9,-1.0,-3,i,-6,-4
CN(CC(=O)Nc1ncn[nH]1)S(=O)(=O)c1ccc(Cl)cc1,0,-12,-5,-1,-1.4,2,i,-6,-2
COc1ccccc1N1CCN(S(=O)(=O)c2ccc([N+](=O)[O-])cc2)CC1,-19,10,9,0,2.5,1,i,1,-1
C=CCN1C(=O)c2ccc(C(=O)N(C)CC(=O)Nc3ccccc3Cl)cc2C1=O,-1,-9,-2,5,-1.1,1,i,-10,1
CC(C)C[C@H](NC(=O)N1CCn2c1nc1ccccc12)C(=O)NCC1CCCO1 (some centres undefined),-10,0,-1,-5,-1.4,3,i,9,-3
N#C/C(=C\c1cccnc1)C(=O)NC1CCCCC1,3,-2,4,1,0.9,0,i,-20,3
CC(C)(C)c1cc(Cl)ccc1OCCOCCN1CCCC1,13,3,-1,2,-0.2,-1,i,-6,-5
Cc1ccc(CNC(=O)C2CCCCN2S(=O)(=O)c2ccccc2)cc1 (centres undefined),0,16,3,-1,-1.3,-1,i,-7,-2
CCCNC(=O)[C@H](C)NC(=O)c1ccc(Br)cc1,1,2,-3,4,-0.6,4,i,-2,-3
COc1ccc(C(=O)Nc2nc(N3C(=O)c4ccccc4C3=O)n(-c3ccccc3)n2)cc1,-9,-24,1,1,1.8,-5,i,9,-4
C=CCn1c(=S)[nH]c2scc(-c3ccco3)c2c1=O,6,-144,6,-9,1.8,-1,i,-2,-4
CN1CCc2c(OCC(=O)NC3CCCCC3)cccc2C1=O,-2,-1,-8,3,0.1,2,i,-7,-4
COCCCN(C(=S)Nc1cccc(Cl)c1)C(C)c1ccncc1 (centres undefined),-4,-4,-7,6,-0.1,0,i,-4,-11
CC(=O)c1ccc(Nc2nc(C(C)N)cs2)cc1 (centres undefined),12,5,0,0,4.6*,0,i,8,-6
COc1cc(NC(=S)NC(=O)CCc2ccccc2)cc(OC)c1,4,11,28,3,-1.6,2,i,-1,2
CCOC(=O)c1c(NC(=O)CN2CCN(C(=O)c3ccco3)CC2)sc(C)c1C,-3,12,6,-4,-0.4,-3,i,-2,-1
O=C(c1cccs1)N1C[C@@H](O)[C@H](n2cc(C3CC3)nn2)C[C@@H]1c1ccc(Cl)cc1,9,-9,-5,0,-1.0,-4,i,5,-2
CCCCN(C/C=C/c1ccccc1OC)Cc1ccccc1,-6,8,6,-2,-0.6,-1,i,5,-5
CCCCCCC1CC(C)(/C(C)=N/NC(N)=O)OC1=O (centres undefined),-1,-8,-2,1,-1.5,1,i,-2,-2
O=S(=O)(NCCN1CCOCC1)c1cc(Cl)ccc1Cl,10,4,-4,0,-1.0,2,i,-7,-4

# More structures:
SMILES,SKN-1 block,CendR NRP1 mod,FAS-TE inh,MT1-MMP act inh,MsrA inh,Rin1-Abl PPI inh,Neddyl block,E coli Lon inh,MsrA act
Cc1n[nH]c(=O)c2c(NC(=O)COC(=O)Cc3c(F)cccc3Cl)oc(C)c12,-13,-21,-6,3,-0.7,6,i,-1,-5
Cc1cccc(Nc2ccccc2C(=O)O)c1C,3,-9,-6,2,2.2,-4,i,-3,-2
CCOc1ccccc1C(=O)Nc1cccc(-c2ccc(N3CCOCC3)nn2)c1,-1,10,4,5,1.6,0,i,-6,-6
O=C(/C=C/c1ccccc1Cl)Nc1ccc2c(c1)C(=O)NC2=O,-21,-11,-6,3,0.2,-2,.,-7,-11
Cc1cccc(CN2CCC(Oc3ccc(C(=O)N4CCCC4)cc3)CC2)n1,-4,23,-7,-4,-0.1,-1,i,-10,-2
CCCn1c(=O)c(C(=O)N/N=C/c2ccc(F)cc2)c(O)c2ccccc21,5,-10,-4,-5,-0.2,-1,i,-2,1
CCOCCn1c(COc2ccccc2)nc2ccccc21,40*,12,-2,9,1.2,1,i,-4,-2
CCCC(C(=O)NC1CCCC1)N(Cc1cccs1)C(=O)c1snc(C(N)=O)c1N (centres undefined),11,-4,2,3,0.8,-1,i,8,-2
Cc1ccc(N(C)S(=O)(=O)c2c[nH]c3ccc([N+](=O)[O-])cc23)cc1,-4,0,-96,0,5.8*,-2,i,3,-1
C(=C\c1ccco1)/c1nc2ccccc2[nH]1,9,-34,-5,-12,5.6*,-4,i,-11,-3
Cc1cc(Br)cn2c(CC(C)(C)C)c(-c3cccc(Cl)c3)nc12,14,0,22,-1,1.1,-7,i,-6,-6
COc1ccccc1C(=O)Nc1c2c(nn1-c1cccc(C)c1C)CS(=O)(=O)C2,-7,2,7,-4,-0.8,1,i,-8,-7
COc1ccc(CC(=O)NNC(=O)c2cc(Cl)ccc2OC)cc1,-9,6,2,3,-0.9,1,i,0,-9
CCOc1ccc(S(=O)(=O)N2CCCCC2)c(C)c1C,-7,10,8,0,3.3,2,i,-2,-3
CC(C)c1ccc(CN2CCN(S(=O)(=O)c3ccc(Cl)s3)CC2)cc1,-4,-11,42,3,0.2,2,i,6,1
CCOC(=O)c1sc(NC(=O)C(C)(C)C)cc1C,18,4,2,2,1.0,-1,i,-4,-1
Cc1noc(C)c1C(=O)N1CCC1(C)C(=O)NS(=O)(=O)c1ccc(Cl)cc1 (centres undefined),8,10,-8,2,1.1,1,i,-4,0
Cn1c(=O)n(CCc2ccccc2)c2ccccc21,-9,3,-4,1,0.1,0,i,1,-2
CSCC[C@H](NC(=O)Nc1ccc(C)cc1C)C(=O)O,-13,7,-2,3,0.1,0,i,-2,2
COc1cccc(C(=O)Nc2ccc(NC(=O)C(C)(C)C)cn2)c1,15,-2,-2,4,-1.0,-1,i,-2,-5
CC1(C(=O)Nc2cccc(Oc3ccccc3)c2)CCN1Cc1cccc2c1OCO2 (centres undefined),18,-2,28,-5,1.7,-5,i,3,-3
O=C(Nc1cc(Cl)ccc1N1CCOCC1)c1cc2ccccc2o1,21,7,26,-6,-0.9,3,.,-2,-2
CCOc1ccc(CN2CCNC(=O)C2CC(=O)NCc2ccccn2)cc1 (centres undefined),1,6,-3,-3,-0.7,-2,i,1,4
O=C(NCCC1=CCCCC1)C(=O)NCCc1ccc(Cl)cc1,8,-10,-1,-1,-0.1,1,i,1,-5
Cc1cn2c(nc1=O)OC1C(O)C(COC(=O)c3ccccc3)OC12 (centres undefined),0,11,-4,2,0.5,0,i,-2,-2

# Compounds above that have a tert-butyl group (four):
SMILES,SKN-1 block,CendR NRP1 mod,FAS-TE inh,MT1-MMP act inh,MsrA inh,Rin1-Abl PPI inh,Neddyl block,E coli Lon inh,MsrA act
CC(C)(C)c1cc(Cl)ccc1OCCOCCN1CCCC1,13,3,-1,2,-0.2,-1,i,-6,-5
Cc1cc(Br)cn2c(CC(C)(C)C)c(-c3cccc(Cl)c3)nc12,14,0,22,-1,1.1,-7,i,-6,-6
CCOC(=O)c1sc(NC(=O)C(C)(C)C)cc1C,18,4,2,2,1.0,-1,i,-4,-1
COc1cccc(C(=O)Nc2ccc(NC(=O)C(C)(C)C)cn2)c1,15,-2,-2,4,-1.0,-1,i,-2,-5

# Continued:
SMILES,SKN-1 block,CendR NRP1 mod,FAS-TE inh,MT1-MMP act inh,MsrA inh,Rin1-Abl PPI inh,Neddyl block,E coli Lon inh,MsrA act
CCN1C(=O)[C@@H]2[C@@H](c3ccc(-c4cc(C(C)=O)cs4)cc3)N3CCC[C@@]3(C(=O)OC)[C@@H]2C1=O,7,24*,-1,-1,3.3,-1,i,-12,0
COc1ccc(CN2c3c(Br)cccc3C(=O)CS2(=O)=O)cc1,5,6,9,12,.,1,i,-6,-5
CN(C)N1C(N)=C(C#N)C(c2ccsc2)C2=C1CCCC2=O (centres undefined),9,12,-9,4,1.0,-1,i,2,-2
COC(=O)c1ccc(/C=N/NC(=O)C(=O)N2CCCCCC2)cc1,19,-5,-4,-5,0.9,-2,i,3,-10
CC(Sc1nnc(Nc2ccccc2)s1)C(=O)Nc1nc(-c2ccccc2)cs1 (centres undefined),8,-7,25,0,1.0,2,i,-9,-3
COCc1cc(CNC(=O)C2CCC(=O)N(Cc3cccc(OC)c3)C2)[nH]n1 (centres undefined),10,8,-3,0,0.0,-1,i,3,-3
CCOC(=O)c1sc(-c2ccc(Br)cc2)cc1N,4,-5,27,-3,0.8,2,i,2,0
CCC(c1nnnn1C1CCCC1)N1CCN(C/C=C/c2ccccc2)CC1 (centres undefined),3,14,-4,3,-0.3,-3,i,-12,-2
CC1=NN(c2ccc(Br)cc2)C(=O)/C1=C/c1ccc(-c2ccccc2C(=O)O)o1,4,-64,-2,-3,-0.4,5,i,0,-10
CC1CCCN(C(=O)C2(NC(=O)Nc3cccc(F)c3)CCCCC2)C1 (centres undefined),-6,-1,-1,-3,0.2,1,i,8,-3
O=C1CCC(/C=C/c2ccccc2)=NN1,4,-2,-7,4,3.5,7,i,-1,-2
O=C(CN1C(=O)C2CCCCC2C1=O)OCn1nnc2ccccc2c1=O (centres undefined),-3,5,-11,0,0.6,0,i,-1,-10
CCOc1ccc(C(=O)N(CN2CCCC2=O)c2cccc(Cl)c2)cc1,-7,-10,-3,-5,1.5,4,i,-6,1
CS(=O)(=O)CCC(C(=O)O)N1C(=O)c2ccc(Oc3ccc(Cl)cc3)cc2C1=O (centres undefined),8,-8,-1,-1,2.0,-3,i,-5,-3
Cc1ccccc1CN1C(=O)c2ccccc2S(=O)c2ccc(C(=O)NCCCN3CCOCC3)cc21 (centres undefined),-13,-7,-1,-3,-0.3,0,i,6,-3
Cc1ccc2[nH]c3c(=S)nc[nH]c3c2c1,3,4,-13,6,2.6,i,i,-5,0
CC(C)(C(N)=O)c1ccccc1,12,-2,-8,3,-1.0,-1,i,-3,1
O=c1[nH]c(SCCN2CCOCC2)nc(O)c1-c1ccccc1,-11,-16,-6,5,-0.5,-6,i,-1,4
C#CCNC(=O)C1=C[C@H](c2ccc(C#C)cc2)C[C@H](OCc2ccc(CO)cc2)O1,-4,-12,0,2,0.1,0,i,-18,-4
COC(C[C@@H](O)[C@H](C)[C@@H](O)COCc1ccccc1)OC,6,0,-13,0,-0.4,-1,i,9,0
CCCCCCOC(=O)Cc1c(C)nc(-c2ccccc2)[nH]c1=O,-11,19,-2,-1,0.0,-2,i,-5,-1
Cc1ccc(NS(=O)(=O)N2CCCCC2)cc1,17,-10,-3,0,-1.4,1,i,-3,0
COc1ccc(CCNC(=O)Nc2cc(F)c(F)cc2Cl)cc1OC,7,-5,5,1,0.2,0,i,-18,0
CSc1ccccc1NC(=S)Nc1cccc(C(F)(F)F)c1,13,11,5,5,1.1,0,i,-6,1
Cn1c(SCC(=O)NCc2ccc3c(c2)OCO3)nnc1-c1c[nH]c2ccccc12,-9,-2,1,-5,.,2,i,0,-9

# 2 compounds from above with just MsrA inh:
compound	MsrA inh
O=c1[nH]c(SCCN2CCOCC2)nc(O)c1-c1ccccc1	-0.5
C#CCNC(=O)C1=C[C@H](c2ccc(C#C)cc2)C[C@H](OCc2ccc(CO)cc2)O1	0.1
